Assay outcomes deposited in PubChem BioAssay by several laboratories.
NCOA2 inhibitor: inhibits human steroid receptor coactivator 2; Q15596; HEK293 GAL4-SRC2 luciferase reporter, luminescence; inhibition, % at 9 µM; 370,000 compounds, 0.17% hits;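 active = inhibition above the mean inhibition of all tested compounds plus 3 SD, set per campaign, cut at about 52% in these data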;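 note: 0% = DMSO treated cells and 100% = cells given Gossypol at 36 µM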
NR5A2 inv ag: suppresses constitutive activity of human LRH-1; O00482; HEK293T StAR-luciferase reporter, LRH-1 transfected, 24 h; inhibition, % at 3.6 µM; 360,000 compounds, 0.13% hits; AID 602396;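 active = inhibition above the mean inhibition of all tested compounds plus 3 SD, cut at about 73% in these data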;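 note: 0% = DMSO wells and 100% = reporter-only cells lacking LRH-1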
COUP-TFII inh: NR2F2 (human) inhibition, primary screen; inhibition, % at 8.6 µM; HEK293T NGFI-A luciferase reporter, luminescence; 370,000 compounds, 0.7% hits;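 active = inhibition above a per-plate cutoff, mean inhibition of test wells between control levels plus 3 SD, cut at about 38% in these data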;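 note: cells cotransfected with COUP-TFII expression vector driving the NGFI-A reporter; 0% = median of COUP-TF2 test wells and 100% = reporter-only cells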
Target sequence (P24468 whole entry, looked up): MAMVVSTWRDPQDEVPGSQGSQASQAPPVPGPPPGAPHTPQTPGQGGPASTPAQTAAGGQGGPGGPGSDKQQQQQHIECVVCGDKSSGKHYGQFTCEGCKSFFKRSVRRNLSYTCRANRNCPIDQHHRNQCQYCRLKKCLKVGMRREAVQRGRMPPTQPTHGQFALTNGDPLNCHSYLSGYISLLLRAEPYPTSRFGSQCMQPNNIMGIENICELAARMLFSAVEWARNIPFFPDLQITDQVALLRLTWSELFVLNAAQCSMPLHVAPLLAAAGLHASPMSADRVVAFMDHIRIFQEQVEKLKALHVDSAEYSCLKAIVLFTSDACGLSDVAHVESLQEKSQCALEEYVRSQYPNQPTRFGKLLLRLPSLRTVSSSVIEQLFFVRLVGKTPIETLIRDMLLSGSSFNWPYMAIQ
TLR9-MyD88 block: TLR9-MyD88 interaction inhibition; CHO BLA complementation TLR9-MyD88, CCF4 FRET ratio; AID 504734; inhibition, % at 4.98 µM; 340,000 compounds, 0.21% hits;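 active = inhibition above the mean over all tested compounds plus 3 SD, cut at about 21% in these data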;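 note: 0% = DMSO only wells and 100% = clavulanate BLA inhibitor control wells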
NCOA3 inh: human NCOA3 inhibition; 360,000 compounds, 0.17% hits; Q9Y6Q9; HEK293 GAL4-SRC3 luciferase reporter, luminescence; inhibition, % at 3.6 µM;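 active = inhibition above a per-campaign cutoff, the mean of all compounds plus 3 SD, cut at about 60% in these data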;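 note: 0% = DMSO-treated cells and 100% = gossypol-treated cells at 36 µM; higher means less SRC3-driven luciferase light from the GAL4 reporter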
EBV LMP1 NFkB: Epstein-Barr LMP1 NF-kappaB reporter inhibition | LMP1-induced NF-kappaB luciferase reporter cells, luminescence | inhibition, % at 12.5 µM | AID 504558 | 350,000 compounds, 0.69% hits; in the data active = inhibition above about 41%;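 note: 0% = neutral control wells and 100% = reference inhibitor control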
C8 TRAIL sens: caspase-8 TRAIL sensitization; NB7+C8 cells + TRAIL, ATPlite viability luminescence; inhibition (viability loss, TRAIL sensitization), % at 10 µM; 360,000 compounds, 1% hits;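 active = compounds causing at least 50% loss of cell viability in the single-dose screen, relative to plate controls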
Vif imaging: blocks HIV Vif function; HEK293T cells, Vif self-association by quenched fluorescence, imaging, 24 h; inhibition, % at 7.49 µM; 340,000 compounds, 0.35% hits; AID 602346; in the data active = inhibition above about 50%, passing the limit was not always enough; note: some results filed as inactive read as strong as hits
NCOA1 inh: human NCOA1 inhibition; Q15788; HEK293 GAL4-SRC1 luciferase reporter, luminescence; inhibition, % at 3.6 µM; 360,000 compounds, 0.12% hits;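 active = inhibition above the campaign mean plus 3 SD, with each screening campaign given its own cutoff, cut at about 60% in these data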;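 note: 0% = DMSO treated cells and 100% = gossypol at 36 µM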
TROY NFkB inh: TROY signaling inhibition. Q293 LMP1-TROYcd NF-kB luciferase reporter, 4 h. inhibition, % at 10 µM. 360,000 compounds, 0.98% hits. AID 1347056;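 active = compounds whose plate-normalised and pattern-corrected inhibition of the luciferase reporter signal at the single screening dose is 50% or more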
NOD2-RIPK2 inh: inhibitors of human NOD2-RIPK2 interaction. O43353. CHO BLA complementation NOD2-RIPK2, CCF4 ratio. inhibition, % at 4.98 µM. 360,000 compounds, 0.38% hits; in the data active = inhibition above about 21%;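 note: 0% = vehicle only and 100% = reference blocker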
Target sequence (O43353 whole entry, looked up): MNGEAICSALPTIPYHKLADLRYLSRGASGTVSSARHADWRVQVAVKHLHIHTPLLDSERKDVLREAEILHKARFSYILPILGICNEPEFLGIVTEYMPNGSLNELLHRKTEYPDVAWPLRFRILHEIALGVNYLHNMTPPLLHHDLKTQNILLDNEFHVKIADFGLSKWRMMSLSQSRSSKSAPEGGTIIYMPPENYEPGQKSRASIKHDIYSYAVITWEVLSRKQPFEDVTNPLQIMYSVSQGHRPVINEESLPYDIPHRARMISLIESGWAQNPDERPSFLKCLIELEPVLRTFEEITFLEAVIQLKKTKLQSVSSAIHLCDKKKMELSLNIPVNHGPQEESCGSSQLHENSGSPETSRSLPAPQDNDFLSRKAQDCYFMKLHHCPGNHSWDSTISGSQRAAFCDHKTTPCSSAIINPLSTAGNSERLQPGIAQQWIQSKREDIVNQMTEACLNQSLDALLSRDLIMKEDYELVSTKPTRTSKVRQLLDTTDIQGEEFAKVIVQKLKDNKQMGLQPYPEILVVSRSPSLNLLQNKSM
Starred values were filed as active, the others as inactive; x = not tested or not shown. Only part of the results is shown, so the mix of outcomes need not match the whole.

SMILES	NCOA2 inhibitor	NR5A2 inv ag	COUP-TFII inh	TLR9-MyD88 block	NCOA3 inh	EBV LMP1 NFkB	C8 TRAIL sens	Vif imaging	NCOA1 inh	TROY NFkB inh	NOD2-RIPK2 inh
CC(C)C[C@@H](CNCC(=O)[C@H](CC(C)C)NC(=O)c1[nH]cnc1C(=O)N[C@@H](C)CN)NC(=O)c1nc[nH]c1C(=O)N[C@@H](C)C(=O)O	13	18	3	-11	-24	-3	-17	-1	9	2	-1
COC(=O)C1=C(C)N(c2ccc(F)cc2)/C(=C/c2ccc(O)cc2)C1=O	4	-7	4	15	2	-7	-3	3	-2	3	-4
Cc1ccc(C)c(NC(=O)C2CCN(S(=O)(=O)c3ccc4c(c3)NC(=O)CO4)CC2)c1	7	0	-3	-4	12	9	-1	12	14	28	-1
CC[C@H](C)[C@@H](CNC)NC[C@@H](Cc1ccc(O)cc1)NCC(C)(C)C	-60	17	-8	0	5	23	5	10	-10	-15	-8
c1ccc(C(c2ccccc2)N2CCN(Cc3nnnn3C3CCCC3)CC2)cc1	19	27	10	-11	10	-23	9	x	13	-20	9
CN(c1ccccc1)S(=O)(=O)c1ccc(C(=O)N2CCCC2)cc1	-45	11	6	-1	12	0	-22	-4	-22	-4	2
CC(=O)Oc1ccc(C(=O)Nc2ccccc2C(=O)NCC(C)C)cc1	8	1	17	-6	17	4	-1	-2	10	5	-2
Cc1nn(C)c(C)c1CN(C)C(=O)c1cnn2c1NC(c1ccccc1)CC2C(F)(F)F (centres undefined)	11	25	-22	-6	37	9	3	1	12	0	11
COC(=O)c1cc(NC(=S)N2CCN(c3ccccn3)CC2)cc(C(=O)OC)c1	4	-11	7	1	3	8	4	20	9	0	7
O=c1cc(C(F)(F)F)nc(-c2cccnc2)[nH]1	-29	10	-19	-2	9	8	-3	1	12	6	-4
C/C(=N\NC(=O)CNC(=O)c1cccc(F)c1)c1ccc2ccccc2c1	7	-3	-6	4	-47	2	1	-7	-38	-2	-8
COc1ccccc1-c1ccc([C@@H]2C[C@H]3[C@H](CON3C)CN2C(=O)c2ccc(-c3ccccc3)cc2)cc1	-8	11	-6	6	1	11	8	x	-1	3	-12
Cc1cccc(N2CCN(C(=O)NCc3ccc(F)cc3)CC2)c1C	5	10	3	11	18	-2	1	0	-15	17	-3
CSCC[C@@H](C(=O)NCCCCCCCCCCC(=O)N1CCN(C(=O)OC(C)(C)C)CC1)n1cc(CCO)nn1	-11	4	18	-13	-9	3	-5	0	6	20	-8
Fc1cccc(Cc2c(-c3cccc(Cl)c3)nc3ccc(Br)cn23)c1	-58	-57	-22	x	-53	x	3	x	-77	-5	-4
CNC(=O)CSc1nc2nn(-c3ccccc3)c(=O)c-2c2n1CCCCC2	x	32	x	-3	28	0	3	-2	23	-8	-6
O=c1[nH]c(N2CCCCC2)nc2c1CCCC2	-7	15	22	6	15	-1	14	4	15	-14	-10
CN(C(=O)Nc1ccccc1)C1CCCc2ccccc21 (centres undefined)	-37	1	3	-10	-18	-9	10	-3	-16	-7	-7
COc1ccc(/C=C(\C#N)C(=O)OCCNC(=O)c2ccncc2)cc1	4	4	8	-3	10	-3	-5	x	-6	-33	-3
Cc1ccc2nc(-c3ccc(C#N)cc3)c(Cc3ccccc3C(F)(F)F)n2c1	-5	-22	12	x	-4	x	15	x	-7	9	13
COc1cccc(C2C(C#N)=C(N)Oc3cc(C)n(Cc4ccccn4)c(=O)c32)c1OC (centres undefined)	14	2	-14	0	11	-5	5	-5	-11	7	-5
Cc1ccc(S(=O)(=O)CC(C)N2CCN(C3CCCCC3)CC2)cc1 (centres undefined)	-24	-2	13	-2	-2	-18	7	-3	-9	-22	-5
Cc1cc(S(=O)(=O)NC[C@H]2O[C@@H](n3ccc(N)nc3=O)[C@H](O)[C@@H]2O)c(C)s1	2	-27	2	-7	-18	-13	3	-2	-2	-11	7
OCCC1CN(Cc2nc3ccccc3s2)CCN1CCc1ccccc1 (centres undefined)	-3	16	-2	4	4	-4	26	-3	1	25	-6
CC(=O)c1cccc(NC(=O)C(C)OC(=O)C2=NNC(=O)CC2)c1 (centres undefined)	8	5	8	-3	-2	-3	-2	-6	2	8	-3
CC1CN(CC(O)COC(c2ccc(Cl)cc2)c2ccc(Cl)cc2)CC(C)O1 (centres undefined)	17	-4	8	0	9	1	5	-1	9	0	1
N=C(c1cccc([N+](=O)[O-])c1)N1CCCCC1	-38	-8	8	3	-1	-6	-8	-9	-18	-3	7
Cc1sc2nc(CSC(C)C(=O)N(C)CC(=O)Nc3ccccc3C(F)(F)F)[nH]c(=O)c2c1C (centres undefined)	-56	12	0	-5	-6	-4	6	-5	-7	9	-2
CCOC(=O)c1c(-c2ccccc2)oc2ccc(OC)cc12	-7	-18	10	0	4	3	-19	-11	16	-38	2
CC1CCCC(NC(=O)COC(=O)CN2C(=O)C3CCCCC3C2=O)C1C (centres undefined)	8	14	-13	-7	11	-12	-8	9	-10	11	-9
CN(C)/C=C(/C#N)C(=O)c1cccc(Oc2ccc(C(C)(C)C)cc2)c1	-19	-16	19	-3	-11	3	6	-13	-27	-16	-6
CCOc1ccc(S(=O)(=O)N(CC)CC(=O)N2CCCC2)cc1C	-59	9	0	0	-2	6	-12	1	6	25	5
COc1ccc(N(CC(=O)N/N=C(\C)c2ccc(C)cc2)S(=O)(=O)c2ccccc2)cc1	6	-6	1	3	-10	1	-4	27	-60	13	-4
CCOc1ccc(NC(=O)c2ccc(-n3cccn3)nc2)cc1	-3	20	6	-12	-8	2	3	11	-7	10	5
N#CC1=C(N)Oc2cc(O)ccc2C1C1CCCCC1 (centres undefined)	-5	-8	3	0	-4	-4	-7	-8	-8	26	-1
Cc1cc(=O)n2[nH]c(-c3ccc(Cl)cc3)cc2n1	-63	-76	-48	-12	-65	-4	14	-11	-78	-42	-7
COc1cccc(CN2CCC(Oc3ccc(C(=O)N4CCCCC4)cc3)CC2)c1O	-10	6	3	-3	2	-6	-5	19	-6	-15	-6
C(=NN1CCCCCC1)c1ccc2c(c1)OCO2	-34	-50	-34	-3	-119	-20	31	1	-137	-28	-1
O=C(Nc1ccccc1)NC1(C(=O)NCc2ccc3c(c2)OCO3)CCCCC1	-31	-1	1	-8	-2	1	-18	-6	-4	6	1
Cc1ccc(CN2CCN(Cc3ccc(-n4cccn4)cc3)CC2CCO)cc1 (centres undefined)	13	2	7	9	20	5	-7	10	-2	-1	1
COc1cccc(C2C(C(=O)c3cc4ccccc4o3)=C(O)C(=O)N2CCN2CCOCC2)c1 (centres undefined)	-9	3	10	4	0	-6	17	6	0	-2	-5
O=C(O)CCN1C(=O)c2ccc(Oc3ccc([N+](=O)[O-])cc3)cc2C1=O	-15	9	5	3	-4	-14	-13	3	-6	5	11
O=C(CSc1nnc(CNc2ccc(Cl)cc2)o1)Nc1nc2ccccc2s1	-10	7	16	-1	-3	-8	6	0	6	-12	-9
O=C(c1ccco1)N1CCN(C(=O)C(Sc2ccccc2)c2ccccc2)CC1 (centres undefined)	17	-1	12	-16	-3	-1	-27	-2	1	19	-7
COc1ccccc1NC(=O)c1ccc(S(=O)(=O)N2CCCC2)cc1	-16	-29	4	6	-10	-6	4	-1	13	-5	-4
O=C(NC(=S)Nc1ccc(F)c(Cl)c1)C1CC1	10	-6	-11	-8	9	5	-7	-5	-38	-36	-5
Cc1cc(C)nc(/N=C(\N)Nc2ccc(OCCC(C)C)cc2)n1	12	26	58*	-7	41	16	32	6	22	28	1
Cc1ccc(CN(C)C(=O)CCNC(=O)c2ccc(Cl)cc2)o1	18	-35	12	-19	2	7	-5	x	-2	7	-2
O=C(c1cnc2n(c1=O)CCS2)N(C1CCCCC1)C1CCCCC1	6	-13	-3	8	-7	0	6	x	3	-11	8
CN(C(=O)COc1ccccc1)c1nnc(-c2ccncc2)s1	-25	3	-6	1	-19	-8	-2	22	9	-3	-10

Next part:
SMILES	NCOA2 inhibitor	NR5A2 inv ag	COUP-TFII inh	TLR9-MyD88 block	NCOA3 inh	EBV LMP1 NFkB	C8 TRAIL sens	Vif imaging	NCOA1 inh	TROY NFkB inh	NOD2-RIPK2 inh
CC(C)c1nc2cc(C(=O)N3CCNC(=O)C3c3ccc(F)cc3)ccc2o1 (centres undefined)	-12	25	12	6	0	6	-6	-2	-16	-17	-4
Cc1cc(C)n2nc(C(=O)OCC(=O)NCc3ccc(Cl)cc3)nc2n1	24	-2	5	2	4	-9	8	14	-37	8	-2
O=C(c1ccco1)N1CCN(c2c([N+](=O)[O-])nn(-c3cccc(Cl)c3)[n+]2[O-])CC1	10	-15	-12	-1	10	-3	17	4	3	9	-1
C=CCSC1=N/C(=C\C=C\c2ccco2)C(=O)S1	-32	-6	21	0	-12	3	-1	-7	-1	9	-4
Cc1ccc(S(=O)(=O)NC(=O)c2ccc(Br)o2)cc1	-33	-3	-14	-6	-6	-2	-4	-2	-20	-9	-2
CC1Cc2ccccc2N1C(=O)CSc1nnc(C2CC2)n1C (centres undefined)	-16	-9	-6	-3	-4	6	1	3	-11	-3	-15
O=C1NC[C@@H](CCCCN2CCN(CCC3CCCCC3)C(=O)C2=O)N(CCC2CCCCC2)C1=O	15	-17	4	x	x	x	-7	x	x	9	1
Cc1cc(C(=O)CSc2nnc(-c3ccccc3)n2-c2ccccc2)c(C)n1-c1ncn[nH]1	7	6	8	6	-1	1	-14	3	6	-17	5
O=C(O)c1cscc1Cc1cccs1	-11	-17	-17	-3	3	-1	9	3	0	7	-3
Cc1cc(NC(=O)c2cc(-c3cccs3)on2)no1	x	24	x	-2	8	14	-5	-3	-13	-72	2
Cc1ccc(NC(=O)C2CCCN2C(=O)NCc2ccccc2)cc1 (centres undefined)	-6	-2	12	-4	12	0	4	23	-4	3	0
COC(=O)C1=C(C(=O)OC)[C@@H]2N(C)c3ccccc3[C@@]23C[C@@H](C(=O)OC)N(C(=O)c2ccc(Br)cc2)C3=N1	-17	4	-13	4	-15	11	29	-3	-9	20	-1
FC(F)(F)c1cc(-c2ccco2)nc(NCc2cccnc2)n1	12	39	5	7	16	-4	8	0	-1	-1	9
COc1cccc2sc(/N=C/N(C)C)nc12	12	-10	-23	6	11	-2	3	-1	-3	-4	-8
COc1cccc(C(=O)Nc2sc3c(c2C(=O)O)CCCC3)c1	-54	-44	-52	3	25	5	-3	2	-3	-14	9
Cc1ccc2sc(NC(=O)C3CC3)nc2c1C	-28	-82	-16	-9	-57	-17	-16	-4	-54	-24	9
COc1cc(NC(=O)c2cc([N+](=O)[O-])ccc2Br)ccc1NC(=O)c1ccco1	20	2	-8	-6	10	-6	0	-3	-3	-10	8
Cc1c(C)n(CCc2ccccc2)c2ncnc(NCCO)c12	-55	-142	-44	-8	-99	-38	-1	-6	-129	-46	0
COc1ccc(CC2(CO)CCN(S(=O)(=O)c3c(C)nn(C)c3C)CC2)cc1	0	4	-9	2	15	-9	2	-14	1	9	-3
